Source: PubChem BioAssay (several laboratories)
Rad51 HR inh = human RAD51 strand exchange inhibitors, primary screen, biochemical, fluorescence. 0.085% of 200,000 active. AID 1385, 2008. hRad51 DNA strand exchange, fluorescence dequenching. DNA repair protein RAD51 homolog 1 (Homo sapiens), Q06609. inhibition, % at 10 µM;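 active = inhibition above 40% at the single screening dose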;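 also: 0% = DMSO control wells and 100% = blanks with heterologous ssDNA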
Target sequence (Q06609 whole entry, looked up): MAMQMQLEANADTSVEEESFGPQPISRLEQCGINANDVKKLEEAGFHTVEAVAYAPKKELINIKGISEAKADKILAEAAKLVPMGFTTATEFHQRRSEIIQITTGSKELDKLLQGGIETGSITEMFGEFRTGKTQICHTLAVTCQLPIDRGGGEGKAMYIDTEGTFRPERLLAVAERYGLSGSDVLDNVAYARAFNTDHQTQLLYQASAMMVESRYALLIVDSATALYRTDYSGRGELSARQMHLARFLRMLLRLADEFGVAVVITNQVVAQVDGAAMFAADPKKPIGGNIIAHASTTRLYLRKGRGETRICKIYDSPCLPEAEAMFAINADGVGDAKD
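Material: Human Rad51 nucleoprotein filaments preassembled on unlabelled ssDNA | Also added: Labelled 47-mer dsDNA for strand exchange | Dosing: Single dose, 10 µM final compound | Schedule: 30-min compound preincubation and 15-min exchange, both room temperature | Technique: Fluorescence dequenching at 485/520 nm | Measure: Percent inhibition relative to plate controls and blanks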
FXIIa inh 1536 = human FXIIa protease inhibitors, primary screen, biochemical, 1536-well | Coagulation factor XII (Homo sapiens), P00748 | purified FXIIa, Boc-QGR-AMC fluorogenic substrate, 2 h | inhibition, % at 5 µM | 0.3% of 220,000 active | AID 800, 2007; in the data active = inhibition above about 40%;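 also: 0% = enzyme with no compound and 100% = blank without enzyme; many of its hits are not listed in these tables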
Target sequence (P00748 20-372 limits assumed): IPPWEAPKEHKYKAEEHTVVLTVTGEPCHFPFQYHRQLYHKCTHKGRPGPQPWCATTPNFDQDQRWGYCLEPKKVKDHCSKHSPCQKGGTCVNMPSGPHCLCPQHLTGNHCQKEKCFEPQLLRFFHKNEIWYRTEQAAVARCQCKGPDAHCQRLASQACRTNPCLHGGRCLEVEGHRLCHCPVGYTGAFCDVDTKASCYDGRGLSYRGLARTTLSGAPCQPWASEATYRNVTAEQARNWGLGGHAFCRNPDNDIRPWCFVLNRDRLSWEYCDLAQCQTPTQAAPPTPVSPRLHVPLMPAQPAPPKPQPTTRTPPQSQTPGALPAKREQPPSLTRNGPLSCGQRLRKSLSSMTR
Target sequence (P00748 373-615 limits assumed): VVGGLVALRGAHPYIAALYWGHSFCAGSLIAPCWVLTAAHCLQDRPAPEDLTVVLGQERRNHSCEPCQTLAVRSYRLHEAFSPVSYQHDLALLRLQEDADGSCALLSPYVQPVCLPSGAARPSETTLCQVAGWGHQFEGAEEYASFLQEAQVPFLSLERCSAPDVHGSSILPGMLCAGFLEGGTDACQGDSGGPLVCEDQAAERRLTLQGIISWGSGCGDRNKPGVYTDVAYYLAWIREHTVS
Furin inh = human furin inhibitors, primary screen, biochemical, fluorescence intensity; P09958; inhibition, % at 30 µM; 0.061% of 220,000 active; purified furin, fluorogenic substrate cleavage; AID 463115, 2010; in the data active = inhibition above about 25%; also: inactives centre near -15
KLK5 inh = human KLK5 protease inhibitors, primary screen, biochemical, 1536-well. Kallikrein-5 (Homo sapiens), Q9Y337. recombinant hK5, fluorogenic AMC substrate cleavage. inhibition, % at 5 µM. 0.59% of 210,000 active;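 active = inhibition of 40% or more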;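 also: 0% = enzyme controls without compound and 100% = no-enzyme blanks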
m-calpain inh = inhibitors of pig calpain II, primary screen, biochemical, fluorogenic peptide substrate, 1536-well. 0.37% of 220,000 active. purified calpain II, 30 min. inhibition, % at 16 µM;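 active = inhibition above about 50%, limit read from the data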
PERK inh = block of dimerizer-induced PERK translation repression, primary screen, PERK inhibitor project, CHO PERK-DD cells, SEAP luminescence, HTS; CHO PERK-DD fusion, SEAP luminescence translation reporter; inhibition, % at 5.6 µM; 0.17% of 220,000 active; AID 1416, 2008;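 active = inhibition above the mean inhibition of all tested compounds plus 3 SD, set separately per screening campaign, cut at about 2.9% in these data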;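 also: PERK kinase domain activated by AP20187 dimerizer at 100 nM; 0% = DMSO with dimerizer and 100% = rapamycin at 8.4 µM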
FXIa inh = human FXIa protease inhibitors, primary screen, biochemical, 1536-well; 0.14% of 220,000 active; purified FXIa, Boc-Glu-Ala-Arg-AMC fluorogenic substrate; AID 798, 2007; inhibition, % at 5 µM; Coagulation factor XI (Homo sapiens), P03951;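 active = inhibition of at least 40%; inactive = inhibition below 40%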;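 also: fluorescence of freed AMC excited at 355 nm; 0% = enzyme without compound and 100% = no enzyme blank; many of its hits are not listed in these tables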
KCC2 mod = KCC2 cotransporter modulators, thallium flux, primary screen, cell-based, HEK293 KCC2, FluoZin-2 fluorescence, MLSMR. Solute carrier family 12 member 5 (Homo sapiens), Q9H2X9. KCC2 cells, thallium flux FluoZin-2 fluorescence. B-score of Tl+ flux slope (higher = more flux/activation; lower = inhibition) at 10 µM. 2.2% of 190,000 active. AID 1456, 2008;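 active = thallium flux slope and its plate-corrected score both differing from the plate sample mean at a set confidence after two filtering rounds, in either direction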;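 also: slope of fluorescence scaled to starting intensity during 10 to 20 s after thallium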
Thrombin inh = human alpha-thrombin inhibitors, primary screen, counter-screen for coagulation protease inhibitor project, biochemical, 1536-well, fluorogenic AMC substrate; Prothrombin (Homo sapiens), P00734; Boc-VPR-AMC fluorogenic substrate cleavage; inhibition, % at 5 µM; 0.26% of 220,000 active; AID 1046, 2008;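 active = inhibition at or above 40%; inactive = inhibition below 40%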;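 also: 0% = enzyme with no compound and 100% = wells without enzyme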
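Assay system: human alpha-thrombin enzyme. Reagent: Boc-VPR-AMC substrate, 15 µM final. Compound dosing: one concentration per compound, 5 µM, with 0.2% DMSO. Incubation: room-temperature reaction. Technique: AMC fluorescence, 355/460 nm. Measure: % inhibition relative to enzyme controls and enzyme-free blanks.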
Starred values were filed as active, the others as inactive; i = inactive; · = no result given; [ ] = dose if it differs, or a comment. This is a subset; the hit share may differ from the screen's.

SMILES | Rad51 HR inh | FXIIa inh 1536 | Furin inh | KLK5 inh | m-calpain inh | PERK inh | FXIa inh | KCC2 mod | Thrombin inh
Cn1c(Cn2c(=O)sc3ccccc32)nnc1SCC(=O)N1CCCc2ccccc21 | 2.6 | 4.0 | -27.0 | 13.7 | 6.2 | 0.1 | -8.6 | 0.106 | 6.5
CSC1=C(C#N)C(c2sccc2C)CC(=O)N1 (centres undefined) | · | 1.4 | -22.0 | -3.3 | -17.4 | 0.9 | -5.4 | 0.0714 | -2.0
COc1ccc(C(=O)NC(=S)NCC2CCCO2)cc1 (centres undefined) | · | 11.5 | -19.5 | -7.5 | -3.4 | 0.2 | 6.3 | -0.115 | 1.3
C=CCOc1ccccc1CNCc1ccc(F)cc1 | 0.3 | -2.1 | -23.0 | -11.1 | 26.8 | 1.9 | -4.9 | -0.485 | -1.0
Cc1cc(Cl)ccc1NC(=O)C1CCN(S(C)(=O)=O)CC1 | · | 28.9 | -7.1 | 18.0 | 11.6 | 0.5 | 11.2 | -0.517 | 20.1
Cc1ccc2c(C)c(C(=O)NCc3ccc(S(N)(=O)=O)cc3)oc2c1 | -3.5 | 0.8 | -18.0 | -1.0 | 14.8 | 0.2 | -4.0 | 0.346 | -16.3
O/N=C/c1ccc(OCc2ccccc2)c(Br)c1 | -8.3 | 7.8 | -1.0 | -10.7 | 31.5 | -0.1 | -2.3 | -1.26 | 0.0
Cc1ccc2nc(-c3ccc(NC(=S)NC4CC(C)(C)NC(C)(C)C4)cc3)sc2c1 | 19.7 | 9.2 | -40.1 | 17.1 | -83.2 | -0.2 | -3.2 | -2.34 | -5.9
Cc1cc(=O)[nH]c2c1c(C)nn2C1CCCCC1 | -0.4 | 34.2 | -22.7[20 µM] | 3.0 | 20.2 | 0.2 | 10.7 | · | -0.7
Cn1nc(-c2ccccc2)cc1NC(=O)Nc1ccc(C(C)(C)C)cc1 | 4.3 | 9.9 | -11.5 | 0.0 | -28.0 | 0.4 | 0.6 | 0.988 | 2.9
Cc1ccc(SCc2ccc(C(=O)Nc3cc([N+](=O)[O-])ccc3C)cc2)cc1 | 0.9 | 5.3 | -9.9[20 µM] | 3.2 | 38.9 | 1.9 | -0.9 | · | -0.1
CN1CC2(Cc3c1ccc1ccccc31)C(=O)OC(C)(C)OC2=O | -4.9 | 24.7 | -4.6 | -9.2 | i | 2.5 | 1.0 | · | 9.2
CC1=NN(c2ccccc2)C(=O)/C1=C/c1cc(C)n(C2CC2)c1C | -3.9 | · | -25.0 | 2.2 | -12.7 | 0.4 | 1.3 | 0.971 | -0.7
Cc1[nH]c2ccc(-c3nnc(SCC(=O)c4ccc(F)cc4)o3)cc2c1C | -2.2 | -2.7 | -8.0 | 2.8 | -48.9 | -0.5 | -5.7 | · | -3.7
CCOC(=O)c1oc2ccccc2c1NC(=O)c1cccc(OC)c1 | -2.7 | 16.7 | -8.8 | 0.4 | 7.8 | -0.3 | 5.5 | -0.913 | 7.0
O=C(c1cccs1)N1CCN(Cc2ccccn2)CC1 | -2.0 | 6.7 | -28.0 | 0.7 | -8.8 | 0.5 | -2.5 | -0.101 | -13.3
COc1ccc(-c2csc(C)n2)cc1Br | -6.6 | 5.2 | -15.4 | -4.9 | 7.5 | 1.9 | -2.7 | -0.0538 | -5.9
Cc1cccnc1Nc1nc(-c2ccc(O)c(O)c2)cs1 | -2.2 | 16.1 | 1.0[20 µM] | 4.6 | 11.8 | -1.0 | 4.5 | -1.56 | 3.8
O=C(Nc1ncccn1)c1ccc([N+](=O)[O-])cc1 | -38.1 | 5.1 | -34.7 | 2.9 | -14.3 | 1.4 | -1.0 | 0.0949 | -8.8
CCOC(=O)CNC(=O)/C=C/c1c(Cl)cccc1Cl | -6.3 | 32.3 | -18.0 | -13.4 | 1.2 | 1.0 | 21.8 | 0.312 | -5.2
Cc1ccc2[nH]cc(C(=O)CN3CCC4(CC3)OCCO4)c2c1 | 0.0 | 7.8 | -21.4 | 2.7 | 8.0 | -0.3 | 6.2 | · | -1.0
OCCN(Cc1ccccc1)C(=S)Nc1ccc(Cl)cc1Cl | · | 5.9 | -29.0 | 9.1 | -6.2 | -0.2 | -2.6 | 1.86 | -4.2
CCC(=O)NC(c1ccc(OC)c(OC)c1)c1cc(Cl)c2cccnc2c1O (centres undefined) | -1.6 | 8.2 | 17.8 | -10.1 | 9.8 | -2.8 | 6.5 | 0.0539 | 32.2
Cc1onc(C(=O)NCc2ccc(F)cc2)c1[N+](=O)[O-] | · | 6.8 | -17.4 | · | 31.3 | 1.5 | 1.3 | 0.663 | -0.7
CCCN1C=CC(=C2C(=O)c3ccccc3C2=O)C=C1 | 2.9 | 16.9 | -14.4 | 11.1 | 26.8 | 0.2 | 3.9 | 0.05 | 9.9

Reformatted as labelled records: 2 of the compounds above
CSC1=C(C#N)C(c2sccc2C)CC(=O)N1 (centres undefined)
  Rad51 HR inh: ·
  FXIIa inh 1536: 1.4
  Furin inh: -22.0
  KLK5 inh: -3.3
  m-calpain inh: -17.4
  PERK inh: 0.9
  FXIa inh: -5.4
  KCC2 mod: 0.0714
  Thrombin inh: -2.0

Cc1cccnc1Nc1nc(-c2ccc(O)c(O)c2)cs1
  Rad51 HR inh: -2.2
  FXIIa inh 1536: 16.1
  Furin inh: 1.0[20 µM]
  KLK5 inh: 4.6
  m-calpain inh: 11.8
  PERK inh: -1.0
  FXIa inh: 4.5
  KCC2 mod: -1.56
  Thrombin inh: 3.8

An excerpt from above in order of their number in FXIa inh, low to high:
Molecule,FXIa inh
CSC1=C(C#N)C(c2sccc2C)CC(=O)N1 (centres undefined),-5.4
Cc1ccc2c(C)c(C(=O)NCc3ccc(S(N)(=O)=O)cc3)oc2c1,-4.0
CN1CC2(Cc3c1ccc1ccccc31)C(=O)OC(C)(C)OC2=O,1.0
COc1ccc(C(=O)NC(=S)NCC2CCCO2)cc1 (centres undefined),6.3
CCOC(=O)CNC(=O)/C=C/c1c(Cl)cccc1Cl,21.8

Next results follow:
SMILES | Rad51 HR inh | FXIIa inh 1536 | Furin inh | KLK5 inh | m-calpain inh | PERK inh | FXIa inh | KCC2 mod | Thrombin inh
C=CCN=c1scc(C)n1/N=C/c1ccc(O)c(O)c1 | · | 4.6 | 9.2 | -3.7 | -36.0 | -1.2 | -3.4 | 0.0148 | -0.5
CC(Sc1nc(-c2ccccc2)cc(C(F)(F)F)n1)C(=O)Nc1sc2c(c1C(N)=O)CCC2 (centres undefined) | · | 3.0 | 1.5 | -9.0 | -41.3 | 0.4 | 1.8 | -0.185 | -6.5
CCCC(=O)Nc1nc2ccc(NC(=O)c3ccc(Br)o3)cc2s1 | 10.4 | 10.4 | -12.3[20 µM] | 2.8 | 35.8 | -1.3 | 4.0 | · | 1.5
Cc1ccc(CNC(=O)CSc2nc3c(sc4ccccc43)c(=O)n2CCCN2CCCC2)cc1 | 42.7* | 8.9 | -23.5 | -11.6 | -8.9 | 0.3 | -3.9 | 1.05 | 0.0
CN(C(=O)Nc1cnc2ccccc2c1)c1ccccc1 | -8.7 | 10.2 | -11.1 | 4.5 | -4.6 | 0.0 | 1.6 | 0.0704 | -2.0
O=C(CN1CCC(n2nnc3cc(C(F)(F)F)ccc32)CC1)Nc1ccc2c(c1)CCC2 | 4.9 | 13.9 | -14.5[20 µM] | -17.1 | 4.0 | -0.9 | 3.8 | 0.391 | 3.9
O=C(CCc1[nH]c2ccccc2c1Sc1ccccc1)N(CCO)CCO | · | 12.3 | -7.7 | -8.7 | -16.5 | 0.4 | 6.7 | -0.0148 | 1.1
CCOC(=O)CC(N)c1ccc2c(c1)OCO2 (centres undefined) | -7.1 | 10.7 | -22.2 | 3.6 | -18.1 | 0.2 | 1.6 | 1 | 0.1
CC(C)Cc1nc2ccccc2n1CCc1ccccc1 | · | 10.6 | -10.8 | -13.5 | 13.1 | -0.6 | 4.9 | -1.77 | 0.1
CCOCCn1c(SCc2c(F)cccc2Cl)nc2c1c(=O)[nH]c(=O)n2C | -8.9 | 10.7 | -15.7[20 µM] | 3.9 | 6.6 | -0.7 | 0.8 | -1.48 | -1.1
Cn1c(=O)n(C)c2cc(/C=N/N=C3/NC(=O)C(CC(=O)O)S3)ccc21 (centres undefined) | -8.5 | 6.3 | 1.6 | -7.2 | -17.5 | 0.9 | -2.4 | 0.475 | -6.3
CCOc1cccc(OCCOCCN(C)C)c1 | 15.4 | 3.6 | -23.3 | -16.6 | -12.6 | 0.8 | -0.7 | 0.0181 | -7.5
O=C(CSc1nc(-c2ccccc2)c(-c2ccccc2)[nH]1)Nc1ccc2c(c1)OCO2 | · | 12.1 | -17.6 | -23.3 | -19.2 | -0.3 | 7.3 | 0.829 | -2.2
COc1ccc(C(=O)Nc2ccc3c(c2)nc(CN2CCN(C(C)=O)CC2)n3C)cc1 | 8.7 | 8.9 | -17.3[20 µM] | -13.4 | -3.8 | 0.3 | -3.9 | 1.51 | 2.2
COc1ccc(N(C(=O)C2CCCCC2)S(=O)(=O)c2cccc3cccnc23)cc1 | · | 15.0 | -7.3 | -0.9 | 23.2 | -1.1 | 8.5 | -0.69 | -3.2
CCCCn1c(SCC(=O)NCCc2ccc(OC)c(OC)c2)nc2c1c(=O)n(C)c(=O)n2C | 5.2 | 8.7 | -22.0 | -21.5 | 10.1 | -0.5 | -7.6 | 1.19 | -14.7
COc1ccccc1-c1nc(N)n[nH]1 | 0.0 | 1.1 | -18.0 | -5.1 | -25.3 | 1.2 | -4.2 | -0.0803 | -6.1
CCNc1ccc(C(=O)OCC)cc1NC(=O)c1cccc(N(C)C)c1 | 9.1 | 18.2 | -11.7 | -17.4 | -20.5 | -1.6 | 3.7 | 0.691 | 4.7
Cc1ccccc1-n1nnnc1Sc1nnnn1-c1ccccc1 | 9.7 | 9.1 | -17.2[20 µM] | -16.7 | 0.1 | 0.0 | 4.0 | -0.546 | 0.7
Cc1cccc(NC(=O)/C=C/c2ccc([N+](=O)[O-])s2)c1 | -30.4 | 5.3 | -12.9 | -2.6 | 6.8 | -0.2 | -4.6 | -0.231 | -6.2
C/C(=N\O)C1(C)N(O)C(C)(C)C(c2ccc(F)cc2)=[N+]1[O-] (centres undefined) | -11.4 | -18.0 | -19.2[20 µM] | -3.5 | -37.0 | 0.6 | -7.2 | -1.42 | -18.5
CC(C)Cc1cc(C(=O)Nc2cccnc2)no1 | 12.1 | -2.6 | -31.4 | -0.2 | 2.5 | 0.4 | 1.8 | 0.0447 | 2.8
O=C(Cn1nnc2ccccc2c1=O)Nc1ccc2c(c1)CCC2 | -4.0 | 14.5 | -6.8 | 6.8 | -5.5 | -1.0 | -1.2 | -0.986 | 3.8
O=C(Nc1ccc(-c2nc3c(ccc4ccccc43)o2)cc1)c1ccco1 | -4.1 | 16.8 | -17.0[20 µM] | -1.3 | i | -0.1 | 2.1 | -0.0441 | -2.3
